Compound activity: PubChem, several laboratories
Autophagy HCS: autophagy modulation, high-content screen; MEF GFP-LC3 puncta imaging; test concentration mostly 10 µM; calls only at 10 µM (by protocol); hit rate 0.98% among 190,000;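 active = percentage of spot-positive cells more than 3 SD above its plate mean, without a fluorescence outlier flag or 80% toxicity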;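 also: spot-positive cell cutoff set from DMSO-treated cells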
human PMI inhibition: MPI enzyme activity inhibition – biochemical, fluorescence intensity, coupled assay, primary screen (AID 1209). purified PMI enzyme, coupled fluorescence intensity; higher % means a stronger effect. inhibition, % at 20 µM; hits with a dose series show IC50 in µM. hit rate 0.42% among 190,000;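 also: plate controls were DMSO vehicle for no effect and wells lacking substrate for full effect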
Lipid droplet: hepatic lipid droplet formation modulation; AML12 mouse hepatocytes, oleate lipid droplets, BODIPY imaging; inhibition, % at 6.5 µM; hit rate 0.4% among 240,000;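 active = lipid droplet intensity inhibited by at least 50%, with more than 500 cells counted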
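Material – AML12 mouse liver cells · Also added – oleate loading, 100 µM · Compound dosing – 6.5 µM single-point dosing · Times – overnight treatment with compound plus oleate · Measured by – fluorescence imaging, 20x objective, two fields per well · Read-out – percent inhibition of filter-corrected integrated lipid droplet intensity per well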
Ins promoter up: MIN6 insulin promoter up-regulation; MIN6 insulin promoter-GFP reporter, high-content imaging; hits give high values; z-score at 5 µM; hit rate 0.3% among 190,000;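 active = z-score above 3 at 5 µM with at least 500 cells counted in the well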
T cell HTS: T cell immune modulators affecting CD8 T cell-vesicle binding. calls only at 7 µM. 2C CD8+ T cell-vesicle binding, flow cytometry; hits give low values. hit rate 0.068% among 330,000;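 active = response, share of CD8 T cells binding vesicles, and their 90th percentile fluorescence all below set limits, cut at about 80% in these data, passing the limit was not always enough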
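Assay system: 2C TCR transgenic mouse naive CD8+ T cells, MACS-purified | Read-out: CD8+ gate FL2 mean fluorescence as % of same-row positive control | Signal: High-throughput flow cytometry with anti-B7-1 and anti-CD8 staining | Timing: Binding step 1.5 h, 37 °C, antibody labelling 20 min, ice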
TNAP activators: human TNAP enzyme activators, primary screen, biochemical, luminescent, no phosphate acceptor, uHTS (AID 1001); purified TNAP, luminescent activation assay, no phosphate acceptor; higher activation fold means a stronger effect; activation fold at 20 µM; hits with a dose series show EC50 in µM; hit rate 0.03% among 200,000; in the data active = activation fold from about 3, or a potency from the dose series; inactive = the rest, 99 in 100 with activation fold below about 1.6; also: many of its hits are not listed in these tables
PMI inhibition: human PMI inhibitors, high substrate, primary screen, biochemical, fluorescence intensity, high mannose 6-phosphate (AID 1220) | recombinant PMI enzyme, coupled fluorescence intensity; higher % means a stronger effect | inhibition, % at 20 µM, or IC50 in µM where a hit was titrated | hit rate 0.66% among 190,000
MT stabilize HCS: microtubule stabilization, imaging screen; HeLa tubulin immunostaining HCS, 24 h; share of cells brighter than vehicle mean+2SD; % tubulin-high responders, % at 10 µM; hit rate 0.83% among 200,000; AID 2205;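 active = plate Z-score above 3 for both tubulin-high and condensed-nucleus cell shares, with cell loss under 80%, at 10 µM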;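 also: anti alpha tubulin signal scored within the nucleus-defined area of each cell; some results filed as inactive read as strong as hits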
bCat nuc transl: beta-catenin nuclear translocation modulation | HeLa beta-catenin nuclear translocation, immunofluorescence imaging | nuclear translocation activity, % at 5 µM | hit rate 0.3% among 190,000 | AID 1665;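 active = nuclear translocation activity above 50% at 5 µM, with a well cell count of 50 or more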;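 also: per-cell ratio of nuclear to cytoplasmic median beta-catenin stain intensity; plate controls were DMSO negative control for no effect and GSK-3 inhibitor IX positive control for full effect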
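Test system: human HeLa cell line; Doses: 5 µM primary, 0.02–20 µM confirmation; Incubation: 24 h compound exposure, 37°C; Detection: beta-catenin immunofluorescence imaging with DAPI; Read-out: beta-catenin nuclear/cytoplasmic ratio, % activation.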
Ins promoter up cell count: recorded beside Ins promoter up, whose call it bears; cell count; measured here: cytotoxicity, nuclei count;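 total cells summed across four imaged fields per well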
Lipid droplet cells 6.5 µM: recorded beside Lipid droplet, whose call it bears; cell count; measured here: cell count, cytotoxicity flag;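 cells counted across two imaged fields per well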
bCat nuc transl cell count 5 µM: second read-out of bCat nuc transl, no call of its own (marks repeat the call); cell count; measured here: cell count, cytotoxicity flag
T cell HTS vesicle-bound %: second read-out of T cell HTS, no call of its own (marks repeat the call); double positive events, %; measured here: CD8+ vesicle-bound cell fraction;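 binding gate set so that unloaded-vesicle control wells show 10% double positive cells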
MT stabilize HCS Hoechst-high %: recorded beside MT stabilize HCS, whose call it bears; % Hoechst-high responders; measured here: nuclear condensation Hoechst responders;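 share of cells brighter than vehicle mean plus two SD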
MT stabilize HCS cytotoxicity %: further read-out of MT stabilize HCS, marked with its call; toxicity, %; measured here: cytotoxicity by cell density;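 0% = mean cell density of plate MIN control wells and 100% = no cells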
Autophagy HCS cell loss 18 h: also measured in Autophagy HCS; calls as there; toxicity, %; measured here: cell loss, nuclei count;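 cell loss after 18 h compound exposure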
Starred values were filed as active, the others as inactive; i = inactive; / = no result given. Rule as the data show it, unless noted: active = inhibition above about 50%; inactive = the rest.

SMILES	PMI inhibition	Autophagy HCS	MT stabilize HCS	bCat nuc transl	Lipid droplet	bCat nuc transl cell count 5 µM	MT stabilize HCS Hoechst-high %	T cell HTS	human PMI inhibition	TNAP activators	Ins promoter up cell count	Ins promoter up	T cell HTS vesicle-bound %	Autophagy HCS cell loss 18 h	MT stabilize HCS cytotoxicity %	Lipid droplet cells 6.5 µM
CCOC(=O)N1CCC(n2c(SCC(=O)NCc3ccco3)nc3ccsc3c2=O)CC1	4%	i	1.0	/	-11	/	1.9	i	14%	1.1	1164	0.02	44	1	6.2	657
Cc1occc(=O)c1OC(=O)Nc1ccc(Cl)c(Cl)c1	-3%	i	2.3	5.7	4	535	1.0	i	-3%	1.1	1102	-0.4	47	12	2.8	715
COc1cccc(-c2ccc(C#N)c(SCC(=O)NCCc3ccccc3)n2)c1	4%	i	3.2	-0.2	-8	1068	3.2	i	9%	1.1	1481	-0.57	47	-1	5.7	667
O=C1CCC2S/C(=C/Nc3ccc(C(F)(F)F)cc3)C(=O)N12 (stereo not given)	9%	i	2.1	-3.5	-14	1083	3.1	i	11%	1.1	1125	0.88	48	-17	4.2	642
CNS(=O)(=O)c1cc(OC)ccc1OC	4%	i	2.7	/	-4	/	1.5	i	11%	1.1	1368	-0.02	14	-6	4.7	687
CCOc1cc(/C=C2\N=C(SC)SC2=O)cc([N+](=O)[O-])c1OC(C)=O	36%	i	4.9	-1.4	/	974	1.9	i	24%	1	1483	1.1	42	0	15	/
O=C(N/N=C\c1ccc(F)cc1)c1ccc(Cn2cc(Br)c([N+](=O)[O-])n2)o1	12%	i	2.1	-0.8	-12	856	3.2	i	20%	1	/	/	56	-1	13	657
COc1ccc(C2C3=C(CC(C)(C)CC3=O)Nc3c2c(=O)[nH]c(=O)n3Cc2ccccc2)cc1 (stereo not given)	1%	i	3.1	-4.6	/	943	2.1	i	-4%	1.5	1402	1.6	13	18	4.5	/
Cc1occc1C(=O)NNC(=S)Nc1ccccc1C(F)(F)F	-6%	i	3.3	-0.6	-2	1212	2.6	i	1%	2.3	1413	-0.18	43	8	6.8	659
N#C/C(=C\c1ccc2c(c1)OCO2)C(=O)NCc1ccco1	-1%	i	2.6	-1.0	-12	1039	1.8	i	-10%	1.1	1125	0.56	42	23	2.0	668
O=C(NCc1ccccc1)C1CCN(S(=O)(=O)N2CCOCC2)CC1	4%	i	3.3	-1.4	/	944	2.1	i	0%	1	1610	0.14	2	14	5.3	/
CC(C)CNS(=O)(=O)c1ccc(CCC(=O)N2CCN(c3ccc(F)cc3)CC2)cc1	-2%	i	3.7	0.4	-1	1452	2.7	i	4%	1.1	1378	-0.5	22	5	5.6	622
CC1(C)CC(=O)C(Sc2nnc(-c3ccc(O)cc3)n2CC2CCCO2)C(=O)C1 (stereo not given)	-40%	i	2.6	0.7	/	1213	2.2	i	-26%	1.1	977	0.71	20	-12	9.9	/
COC(=O)c1ccccc1-c1ccc(C=O)o1	-3%	i	4.8	4.8	11	949	2.7	i	2%	1	1437	0.03	60	-6	4.8	733
Cc1cc(C)n(-c2cc(N3CCOCC3)ncn2)n1	-1%	/	8.0	-2.0	-3	1252	1.9	i	1%	1.1	1261	-0.5	47	/	9.3	769
COc1ccc(-c2cnnc(N/N=C/c3ccc(-c4ccc([N+](=O)[O-])cc4)o3)n2)cc1	-7%	i	40*	81*	-15	135*	22*	/	-14%	0.9	1012	1.4	/	42	55*	653
COC(=O)[C@@H](NC(=O)N1CCN(c2cccc(C(F)(F)F)c2)CC1)C(C)C	8%	i	3.0	-0.4	-38	1052	1.5	i	6%	1.2	1827	-0.45	42	-4	8.1	681
Cc1ccc(C)c(NC(=O)CSc2nc3nc(-c4cccs4)cc(C(F)(F)F)c3c(=O)[nH]2)c1	/	/	/	-1.0	-5	1388	/	i	/	/	897	1.4	37	/	/	697
CCOC(=O)CSc1nnc(CNC(=O)c2ccc(OC)cc2)n1Cc1ccccc1	-7%	i	1.6	0.0	/	1355	3.1	i	-10%	1.1	1671	-0.44	28	4	5.2	/
CCCC(=O)NCCCc1nc2ccccc2[nH]1	6%	i	3.6	-0.1	-2	1073	3.2	i	9%	1.1	2040	-0.32	54	-2	6.0	707
CC(C)Sc1nnc(NC(=O)C2CC2)s1	-4%	/	/	0.3	-6	1052	/	i	-3%	1	1776	1.1	20	/	/	595
Nc1ncn(CC(=O)c2ccccc2)n1	-18%	i	2.0	0.0	10	1500	1.5	i	-10%	1	/	/	56	-23	7.9	626
N#Cc1cc2ccc(N3CCOCC3)cc2cc1C#N	6%	i	5.8	1.1	-24	791	3.6	i	17%	1.1	1229	-0.15	32	20	12	741
C=CCS(=O)(=O)c1nc2ccccc2s1	-11%	i	4.1	-0.4	/	1410	1.4	i	-18%	1	1127	0.39	28	9	1.8	/
CC(C)(O)C#Cc1ccc(CN2CCN(CCc3ccccc3)C(CCO)C2)s1 (stereo not given)	2%	i	1.9	0.6	-5	1093	2.6	i	8%	1	1432	0.04	50	2	11	736

Carrying on:
SMILES	PMI inhibition	Autophagy HCS	MT stabilize HCS	bCat nuc transl	Lipid droplet	bCat nuc transl cell count 5 µM	MT stabilize HCS Hoechst-high %	T cell HTS	human PMI inhibition	TNAP activators	Ins promoter up cell count	Ins promoter up	T cell HTS vesicle-bound %	Autophagy HCS cell loss 18 h	MT stabilize HCS cytotoxicity %	Lipid droplet cells 6.5 µM
CN(C1CCCC1)C1CCN(C(=O)CNC(=O)/C=C/c2ccc(F)cc2)CC1	6%	i	4.3	0.4	-7	1130	2.0	i	10%	1.1	/	/	10	-6	6.7	621
O=C(NCCOc1nc(N2CCOCC2)nc(N2CCOCC2)n1)Nc1ccc(Cl)cc1	5%	i	3.1	-3.8	9	1139	1.3	i	5%	1	852	-0.64	27	1	8.5	793
Cn1c(N)c(C(=O)COC(=O)CNS(=O)(=O)c2ccc(Cl)c(Cl)c2)c(=O)n(C)c1=O	1%	i	1.4	0.4	4	966	3.6	i	2%	1.2	1317	0.23	37	7	12	639
COc1ccc(C(=O)Nc2ccc3c(c2)OCCO3)cc1	-6%	i	2.0	-1.0	-1	1193	1.8	i	-3%	1.2	/	/	40	7	2.3	723
Cc1ccc(C2NC(=O)CCC2[N+](=O)[O-])cc1 (stereo not given)	-7%	i	2.7	-1.6	-7	1086	2.6	i	-13%	1.1	1249	1.3	26	-3	4.6	746
CCc1c(C)c2nncn2[nH]c1=O	0%	i	2.2	0.8	10	1098	1.5	i	4%	1.1	1125	-0.94	58	-3	9.2	774
Cc1cc(C)nc(SCC(=O)c2ccc([N+](=O)[O-])cc2)n1	-12%	i	1.3	0.8	-5	1075	2.6	i	-11%	1.1	1894	0.26	14	6	10	661
Cc1c(CN(C)C)c2c(n1C)C(=O)c1ccc(Br)cc1-2	11%	i	2.9	-0.9	/	935	1.4	i	3%	1	778	0.59	6	4	12	/
CCOC(=O)Cc1csc(NC(=O)CSc2nnc(Cc3csc(N)n3)n2C)n1	14%	i	1.8	/	-1	/	2.5	i	14%	1	1260	0.23	39	-3	22	776
CC(C)CN=Cc1c(O)c([N+](=O)[O-])cc2oc3c(c12)CCCC3	/	i	4.2	-3.3	-6	1088	3.7	i	53%*	0.8	1442	1.4	30	-11	7.9	686
CCC(=O)NC(=S)NNC(=O)COc1ccc(Br)cc1	8%	i	0.8	1.3	12	1459	1.4	i	28%	1.6	1326	0.17	47	5	4.4	719
CCOC(=O)C1=C(C)NC(SC)=NC1c1ccccc1 (stereo not given)	-168%	i	2.6	-2.2	-22	1134	1.1	i	-74%	1.1	1076	-0.19	38	-1	2.6	718
COc1ccc(-c2nnc(SCc3cc(C)cc(C)c3)o2)cc1	14%	i	3.1	/	-10	/	1.8	i	13%	1.1	1177	-0.7	49	-16	2.2	745
COc1ccc(S(=O)(=O)NNC(=O)C2Cc3c(ccc4ccccc34)O2)cc1 (stereo not given)	0%	i	1.7	/	/	/	2.0	i	-2%	1.1	/	/	20	5	7.7	/
Cc1cc(OCC(=O)Nc2ccc(CN3CCCCC3)cc2)ccc1Cl	-1%	i	2.8	0.4	1	969	1.2	i	-9%	1.1	1650	-0.62	44	15	3.0	692
Cc1cc(Br)c2c(c1)C(O)(N1CCCCC1C)C(=O)N2 (stereo not given)	12%	i	2.4	-0.8	-32	1045	3.3	i	7%	1.2	1271	-0.13	60	11	6.2	652
COc1ccccc1NS(=O)(=O)c1cc(NC(=O)c2cccs2)ccc1N1CCCCC1	6%	i	4.4	2.2	-31	824	1.5	i	10%	1	1104	-1.2	58	13	12	620
